# Screens from PubChem.
# PPC-1+TRAIL kill: compounds killing PPC-1 cancer cells with TRAIL present (potentiator screen, no TRAIL-free arm) | PPC-1 cells + TRAIL, ATPLite viability luminescence | cell killing (% activity), % at 4 µM | hit rate 0.41% among 220,000;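 active = cell killing above 50% in the first pass at 4 µM, then a duplicate retest at 5 µM averaging 50% or more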;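 note: plate controls were cells with TRAIL plus DMSO for no effect and medium-only wells lacking cells for full effect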
# TbHK1 inh: T. brucei hexokinase 1 inhibition; inhibition, % at 10 µM; hit rate 0.11% among 220,000; recombinant TbHK1, G6PDH-coupled NADH A340; AID 1430;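 active = inhibition of 50% or more in the single-dose primary screen; inactive = inhibition below 50%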
# Furin inhibitor: inhibitors of human furin; hit rate 0.061% among 220,000; inhibition, % at 30 µM; purified furin, fluorogenic substrate cleavage; P09958; in the data active = inhibition above about 25%; note: inactives centre near -15
# BaF3 tox: counter-screen for JAK2V617F inhibitors: parental Ba/F3 viability inhibitors; CellTiter-Glo ATP luminescence; inhibition, % at 5.6 µM; AID 1486; hit rate 1.1% among 220,000;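 active = inhibition above a per-campaign cutoff, the mean inhibition of all tested compounds plus 3 SD, cut at about 27% in these data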;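 note: 0% = DMSO wells and 100% = JAK Inhibitor I control wells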
# p97 inhibitor: blocks human p97 ATPase activity; inhibition, % at 8 µM; recombinant p97 ATPase, Kinase-Glo ATP luminescence, 3 h; hit rate 0.42% among 220,000; AID 1481; P55072; in the data active = inhibition above about 15%;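 note: 0% = DMSO vehicle and 100% = wells lacking enzyme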
# PGE2 EP2 inh: EP2 receptor (human) inhibition | C6 glioma cells expressing human EP2, cAMP TR-FRET; cells stimulated with saturating PGE2 | AID 1422 | P43116 | hit rate 0.52% among 260,000 | inhibition, % at 25 µM;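 active = percent inhibition above 40 after rounding to a whole number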;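 note: rat C6 glioma host cells with rolipram phosphodiesterase inhibitor present; the protocol text gives 20 µM as final concentration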
# Target sequence (P43116 whole entry, looked up): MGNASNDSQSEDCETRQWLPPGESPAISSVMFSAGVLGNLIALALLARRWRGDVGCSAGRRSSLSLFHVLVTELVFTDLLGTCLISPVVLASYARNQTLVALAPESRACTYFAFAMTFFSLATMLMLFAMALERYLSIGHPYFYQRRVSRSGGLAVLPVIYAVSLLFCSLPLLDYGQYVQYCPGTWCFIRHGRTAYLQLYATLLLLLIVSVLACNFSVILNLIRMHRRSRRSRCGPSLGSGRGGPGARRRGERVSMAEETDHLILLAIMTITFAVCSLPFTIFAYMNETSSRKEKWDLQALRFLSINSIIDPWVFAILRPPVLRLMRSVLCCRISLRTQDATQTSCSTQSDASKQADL
# RBBP9 inh: blocks human serine hydrolase RBBP9; O75884; inhibition, % at 7.94 µM; recombinant RBBP9, FP-Rh probe fluorescence polarization; hit rate 0.2% among 220,000; AID 1515;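 active = inhibition above the campaign mean of all tested compounds plus 3 SD, cut at about 14% in these data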;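 note: plate controls were DMSO wells with RBBP9 for no effect and wells lacking RBBP9 protein for full effect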
# Target sequence (O75884 whole entry, looked up): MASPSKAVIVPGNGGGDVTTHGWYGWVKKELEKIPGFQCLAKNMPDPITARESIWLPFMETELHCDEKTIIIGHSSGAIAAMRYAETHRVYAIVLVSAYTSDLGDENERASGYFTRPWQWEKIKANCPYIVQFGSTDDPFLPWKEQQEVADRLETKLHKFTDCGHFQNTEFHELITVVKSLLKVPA
#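 System: RBBP9 protein | Quantity: 2.5 µM RBBP9 dispensing solution, before mixing | Reagent: FP-Rh probe, 375 nM dispensing solution | Timing: Enzyme-compound preincubation 30 min, then probe labeling 45 min, 25 °C | Measured by: Fluorescence polarization | Read-out: % inhibition | Replication: One well per compound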
# p47phox inh: inhibitors of human p47phox binding. hit rate 0.53% among 220,000. inhibition, % at 24.7 µM. p47phox/p22phox peptide binding, fluorescence polarization, 2 h;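 active = inhibition above about 30%, limit read from the data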;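 note: 0% = p47phox with labelled peptide and 100% = labelled peptide alone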
# Target sequence (P14598 whole entry, looked up): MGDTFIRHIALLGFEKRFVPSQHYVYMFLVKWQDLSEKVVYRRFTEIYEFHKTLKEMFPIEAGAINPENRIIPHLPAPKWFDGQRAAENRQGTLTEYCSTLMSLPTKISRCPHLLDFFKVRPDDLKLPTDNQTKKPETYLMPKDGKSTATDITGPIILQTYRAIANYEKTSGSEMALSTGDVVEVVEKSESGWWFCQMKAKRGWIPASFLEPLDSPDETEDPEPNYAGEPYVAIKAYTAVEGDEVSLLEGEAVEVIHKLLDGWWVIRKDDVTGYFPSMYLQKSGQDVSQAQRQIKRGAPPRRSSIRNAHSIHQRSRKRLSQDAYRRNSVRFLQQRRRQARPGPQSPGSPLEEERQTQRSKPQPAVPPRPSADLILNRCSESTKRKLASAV
# Ba/F3 V617F tox: loss of viability in JAK2V617F-driven Ba/F3 cells. hit rate 1.1% among 220,000. Ba/F3 EpoR-JAK2V617F viability, ATP luminescence. AID 1446. inhibition, % at 5.6 µM;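 active = inhibition above the campaign mean plus 3 SD over all tested compounds, cut at about 24% in these data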;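 note: cytokine-independent growth of Ba/F3 cells driven by EpoR plus mutant JAK2; 0% = DMSO-treated cells and 100% = JAK inhibitor I control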
# Numbers without * were called inactive; / = no result given; & = joins results of further samples; [ ] = dose if it differs, or a comment. Some of the compounds tested (hit frequency here may not be typical).
SMILES,PPC-1+TRAIL kill,TbHK1 inh,Furin inhibitor,BaF3 tox,p97 inhibitor,PGE2 EP2 inh,RBBP9 inh,p47phox inh,Ba/F3 V617F tox
NNC(=O)c1ccc(COCC(F)(F)F)cc1,-7.0,-2.4,-19.3,-0.5,0.5,4.2,-8.6,-1.2,0.2
CC(C)NC(=O)C1CCCN(c2nnc(-n3cccc3)s2)C1 (stereo not given),-3.4,-0.5,-32.8,5.1,1.9,8.7,1.1,5.3,-0.5
COc1ccc(CCN2C(=O)N(c3ccc(OC)cc3)C(=O)C2CC(=O)Nc2ccccc2)cc1 (stereo not given),28.3,-7.8,-19.8,8.7,-2.8,6.0,-6.6,-7.0,5.2
CCN(CC)c1ccc(C(=O)c2ccccc2C(=O)O)c(O)c1,12.7,-40.5,2.1[20 µM],2.2,5.4,4.0,0.2,-140.2,-2.7
Clc1ccc(CSc2nnc3c(n2)[nH]c2ccccc23)cc1,18.6,1.5,-18.3,1.1,7.4,8.0,-10.2,-28.8,-3.6
CC1(C)Oc2ccc3ccc(=O)oc3c2C[C@H]1O,4.3,-47.3,-81.8,/,/,20.1,/,0.8,/
O=C(NCc1ccco1)c1ccc(Cn2cc([N+](=O)[O-])cn2)o1,3.3,-10.2,-5.2[20 µM],2.6,-0.4,5.9,-0.7,-15.6,0.1
O=C(NCc1ccco1)c1cccc(NC(=O)c2ccccc2)c1,3.3,1.4,-19.0[20 µM],16.0,-0.9,2.5,-6.9,-11.2,10.3
CC(C)n1c(-c2ccccc2F)n[nH]c1=S,4.0,1.6,-11.8[20 µM],4.9,2.2,7.4,-7.4,-16.0,-1.5
COc1ccccc1C(=O)N/C(=C/c1ccccc1)C(=O)NC(CCSC)C(=O)O (stereo not given),15.7,-1.9,-14.8,8.4,-0.7,4.9,-6.5,-8.8,3.4
COC(=O)c1cc(NS(=O)(=O)c2ccc(NC(C)=O)cc2)ccc1Cl,-1.7,-6.6,-11.3,5.9,5.4,7.1,0.4,12.1,-1.2
COc1ccc(CN2C(=O)[C@@H]3C(c4ccc(F)cc4)=NO[C@@H]3C2=O)cc1,7.3,-2.8,-10.9[20 µM],2.8,0.5,8.0,-8.4,-0.1,0.6
COc1ccc(-c2cc(C(=O)NN)[nH]n2)cc1,13.7,-6.4,-21.7,-1.4,12.4,7.0,-4.4,7.2,-3.2
Cn1c(Cl)c(/C=N/OC(=O)C(C)(C)C)c2ccccc21,1.0,-8.5,-17.7,7.3,0.2,4.3,1.1,-0.4,0.9
CC1Oc2ccccc2N(CC(=O)c2cccc(Cl)c2)C1=O (stereo not given),16.5,2.2,-6.8[20 µM],3.3,1.4,9.4,4.9,-2.4,-2.3
C#CCOCCOCCOCCNc1nc(N2CCN(C(=O)[C@H](Cc3cc4ccccc4[nH]3)n3cc([C@@H](N)C(C)CC)nn3)CC2)nc(N2CCN(C(=O)[C@H](Cc3cc4ccccc4[nH]3)n3cc([C@@H](N)Cc4ccc(O)cc4)nn3)CC2)n1 (stereo not given in full),19.8,22.2,-32.6,-5.8,17.4*,/,-10.7,79.4*,1.7
O=C(N/N=C/c1ccccc1OC(F)F)NC1CCCCC1,-15.3,-0.5,-27.1,-1.2,-3.8,4.9,-8.3,-6.6,-2.1
CCOc1c(Br)cc(CNCc2cccs2)cc1OC,23.2,-2.2,-10.8,1.7,-5.0,4.2,-7.4,-1.9,2.4
Cc1cc([N+](=O)[O-])ccc1N(C)C,5.3,-6.6,-21.9,2.3,2.1,10.4,-0.4,1.0,-0.8
COc1cc2c(cc1OC)CN(c1ccc(-c3ccccc3OC)nn1)CC2,21.3,-6.8,-2.4,3.2,-4.0,4.0&7.0,-12.3,-0.1,3.2
CCc1cc2c(=O)c(-c3nc4ccccc4n3C)c(C)oc2c(CN2CCCCC2)c1O,-1.1,-33.8,-14.4,1.1,-2.9,10.8,-7.8,-11.3,1.9
O=S(=O)(NCCCN1CCN(c2ccccc2F)CC1)c1cccc2cccnc12,-17.5,-6.4,3.5,5.3,-0.6,14.4,-1.9,-4.2,4.8
Cc1nc2ccc(NC(=S)N3CCC(C)CC3)cc2nc1C,5.4,-22.5,-1.3,9.4,-6.7,5.8,3.6,-1.4,4.0
OC(c1ccccc1)(c1ccccc1)C1CCN(C(=S)NCCc2ccccc2)CC1,17.6,1.3,-17.6,0.2,1.4,2.0,-17.7,/,4.4
Cn1c2c(c(=O)n3ncnc13)CCCC2,-1.3,-8.9,-7.4,-1.6,-4.0,15.1,-3.2,5.6,1.5
COc1ccc(C(=O)N(Cc2ccco2)Cc2cc3cc(C)ccc3[nH]c2=O)cc1OC,/,-12.3,-15.1[20 µM],10.3,-4.1,14.0,-9.7,/,5.2
CCC(c1nnnn1CCOC)N(Cc1cc2c(C)cc(C)cc2[nH]c1=O)CC1CCCO1 (stereo not given),3.0,-12.8,-12.7[20 µM],8.4,1.6,8.2,-7.2,15.6,1.8
COc1ccc(NC(=O)c2cc(Cl)ccc2Cl)c([N+](=O)[O-])c1,-2.9,-3.1,-33.4,6.0,3.7,10.4,-7.4,-7.8,-3.5
O=C(Nc1ccc2c(c1)OCCO2)c1ccc(CN2CCOCC2)cc1,22.5,0.3,-17.4,0.9,-6.2,12.4,-9.2,-8.7,2.0
COc1ccc(NC(=O)c2[nH]ncc2[N+](=O)[O-])cc1,3.8,-10.1,-23.3,2.5,6.6,7.3,-4.5,-6.3,-2.3
CC(=O)Nc1c(O)nc(SCC(=O)Nc2ccc(C(C)=O)cc2)[nH]c1=O,30.9,1.2,-13.4[20 µM],6.4,-3.0,/,-2.2,-2.5,3.8
COc1ccc(OCC(=O)Nc2ccccc2C(=O)N2CCCC2)cc1,-0.3,9.6,-22.2,-1.2,-3.1,7.2&13.3,-4.1,-6.3,-3.4
CCNC(=O)/C(=C\c1ccccc1)NC(=O)/C=C/c1ccccc1,35.2,24.0,1.7,4.3,3.1,4.6,-3.9,2.8,-4.3
CC1=NOC(=O)/C1=C/c1ccc(O)cc1,/,-12.0,-31.2,0.2,5.0,8.0,-12.3,-9.2,-4.3
O=C(CNC(=O)C1COc2ccccc2O1)N/N=C\c1ccc(Cl)cc1 (stereo not given),3.9,10.2,-18.4,-0.5,-0.6,4.6,-7.5,-0.4,5.2
C=CCN1C(=O)/C(=C/c2ccc(O)c(OC)c2)S/C1=N/c1nccs1,8.1,2.6,3.8,1.4,5.7,6.2,-17.4,-76.7,-0.1
CCn1ncc(-c2cc(C(=O)O)no2)c1C,/,-5.3,-5.4,4.5,-0.5,14.8,-3.5,4.0,-1.3
COc1ccc2cc(S(=O)(=O)n3cnc(C)c3)ccc2c1,10.7,-2.5,-18.0,7.6,7.4,3.3,8.4,-8.7,-1.8
Cc1cccc(C)c1NC(=O)C1(N(Cc2ccco2)C(=O)CC2NC(=O)NC2=O)CCCCC1 (stereo not given),-19.5,1.8,-9.6,6.2,-3.7,11.6,-6.9,-3.7,6.4
c1ccc(-c2noc(COc3ccc4c(c3)OCO4)n2)cc1,26.1,14.0,-19.1,4.4,3.5,6.2,-8.1,-4.6,-2.2
CCn1c(C)nc2cc(C(=O)N3N=C(CCOC)CC3(O)C(F)(F)F)ccc21 (stereo not given),4.6,-0.8,-2.0,3.1,-4.0,1.9,-1.5,-11.6,1.0
CC1(CO)COC(c2ccccc2)=N1 (stereo not given),0.6,9.4,-15.3,-1.2,-0.9,8.8,3.9,4.7,2.6
Cc1cc(C(=O)OCC(=O)Nc2ccc(F)cc2[N+](=O)[O-])c2ccccc2n1,1.6,-14.3,-16.4,1.8,6.7,7.9,-4.0,4.0,-5.4
CC(CC(=O)Nc1ncc([N+](=O)[O-])s1)c1ccccc1 (stereo not given),7.3,-10.0,-7.7,6.0,5.2,14.0&6.1,-3.5,-7.8,0.8
CCOC(=O)CN(C)C(=O)CCc1nnc(-c2ccsc2)o1,-3.2,-5.6,-27.9,6.6,5.1,10.4,-3.9,2.8,-0.3
CC1(C(=O)NC2CCCCCCC2)CCC(=O)N1CCN1CCOCC1 (stereo not given),-10.4,5.1,-30.5,3.4,3.4,4.9,0.1,-2.7,-4.0
Cc1ccc(C)c(NS(=O)(=O)c2ccc(OCC(=O)N3CCCC3)cc2)c1,-5.8,-8.2,-13.2[20 µM],2.4,-1.5,-0.9,-1.2,11.9,-1.3
Cc1[nH]c(=O)c(C#N)c(C)c1Br,7.2,-14.4,-12.2,1.5,3.9,16.4,-7.6,-9.0,-1.9

# Sorted by value in Furin inhibitor (largest number first): some entries from above.
compound	Furin inhibitor
Cc1[nH]c(=O)c(C#N)c(C)c1Br	-12.2
Cc1cc(C(=O)OCC(=O)Nc2ccc(F)cc2[N+](=O)[O-])c2ccccc2n1	-16.4
COc1ccc2cc(S(=O)(=O)n3cnc(C)c3)ccc2c1	-18.0

# (cont.)
SMILES,PPC-1+TRAIL kill,TbHK1 inh,Furin inhibitor,BaF3 tox,p97 inhibitor,PGE2 EP2 inh,RBBP9 inh,p47phox inh,Ba/F3 V617F tox
NC(=O)CN(c1ccc(Cl)cc1)S(=O)(=O)c1ccccc1,11.2,0.2,-24.6,5.5,2.3,7.5,-7.0,-16.0,0.6
CC(C)[N+](C)(CCOC(=O)C1c2ccccc2Oc2ccccc21)C(C)C,9.3,-0.8,-16.5,5.9,3.0,11.3&10.8&8.4,-1.4,-5.9,-1.2
CNC(=O)CN(c1cccc2ccccc12)S(C)(=O)=O,13.6,3.4,14.0[20 µM],-1.7,11.8,13.7,5.3,-4.0,-2.2
COC(=O)c1cscc1NC(C)=O,7.6,3.9,-11.7[20 µM],1.6,3.5,14.0,-9.4,-18.2,-3.0
CCOC(=O)c1[nH]c2cc(OC)c(OC)cc2c1N,6.8,-34.0,-19.3[20 µM],4.4,5.2,6.8,-3.2,-11.1,-1.2
O=C(NO)c1ccc(OC(F)F)cc1,-8.1,9.7,-11.9,6.1,1.7,/,-2.8,0.3,1.9
Cc1ccccc1N1C(=O)[C@@H]2Cc3ccccc3CN2C1=O,22.7,42.0,-12.7,2.1,2.6,9.1,-3.4,-12.4,2.6
CCC(C)NC(=O)c1ccccc1NC(=O)c1ccc(CSc2ccccc2)cc1 (stereo not given),10.7,2.5,-9.1,8.3,-2.8,1.8,-13.1,-12.7,3.0
c1ccc(-c2nnc3ccc(N4CCC5(CC4)OCCO5)nn23)cc1,-18.9,-9.4,-18.9,2.3,3.9,6.1,-6.0,7.1,-1.6
CCC(CO)n1c(SCc2cc(=O)oc3cc(C)ccc23)nc2ccccc2c1=O (stereo not given),15.3,-7.3,-10.3[20 µM],1.3,1.8,11.0,-7.9,-10.4,-3.3
CC(C)C(NC(=O)c1ccc(S(=O)(=O)N2CCOCC2)cc1)c1nc2ccccc2[nH]1 (stereo not given),32.1,1.9,-14.0[20 µM],7.4,-2.2,5.2,-1.3,-12.2,1.7
CCOC(=O)c1c(C)c(C(=O)N2CCCCCC2)c(C)n1CC,-8.6,1.4,-13.1,4.6,-4.9,4.1,-2.4,-12.7,0.3
O=C(O)C1CCN(C(=O)c2scc3c2OCCO3)CC1,15.0,-0.2,-22.4,7.9,0.6,6.5,0.8,-4.7,-1.9
Cn1ccnc1SCCC#N,3.5,2.2,-29.6,11.9,-1.0,5.4,-1.1,2.4,2.8
